Assay outcomes deposited in PubChem BioAssay by National Center for Advancing Translational Sciences (NCATS).
G9a inh: blocks human histone lysine methyltransferase G9a; G9a H3K9 monomethylation, AlphaScreen, 2 h; Potency, µM (titrated, usually from 102 µM), for the others: top-dose activity, negative = inhibition, usual class: inhibitors; 8.8% of 350,000 active; Q96KQ7; further: on the % scale 0 is the no-effect control and ±100 the full control effect; nearly all actives have a fitted effect of over 75% in size
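Chemiluminescent proximity detection of H3K9 monomethylation, read after 10 min bead incubation in the dark. Reaction: 20 nM G9a, 500 nM biotin-H3K9 peptide, 20 uM SAM cofactor, 2 h, room temperature, following 15 min enzyme-compound preincubation.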
BLM helicase inh: blocks DNA unwinding by human BLM helicase; Potency, µM (series often up to 56.1 µM), for inactives: at the top dose activity change, negative = inhibition, actives largely listed as inhibitors; 0.2% of 350,000 active; AID 2528; recombinant BLM DNA unwinding, fluorescence dequenching;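 further: plate controls were vehicle for no effect and no enzyme for full effect; nearly all actives have a fitted effect of over 35% in size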
POLB inh: inhibitors of human DNA polymerase beta | P06746 | Pol beta primer extension/strand displacement, fluorescence kinetic | Potency, µM (titrated, usually from 114 µM), inactives show at the highest dose activity change, negative = inhibition, actives largely listed as inhibitors | 1.3% of 340,000 active | AID 485314; further: on the % scale 0 is the no-effect control and ±100 the full control effect
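Preincubation: enzyme (10 nM) with compound, 15 min, RT. Reaction: substrate added to 50 nM final. Reads: 0 and 10 min. Analysis: normalized, Hill fit.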
APEX1 inh: blocks human APE1 abasic DNA cleavage | recombinant APE1, TAMRA/BHQ-2 abasic DNA cleavage fluorescence | Potency, µM (series often up to 65.8 µM), inactives show at the highest dose activity change, negative = inhibition, most hits filed as inhibitors | 0.35% of 350,000 active | AID 2517;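 further: plate controls were vehicle for no effect and reference inhibitor for full effect; nearly all actives have a fitted effect of over 55% in size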
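Measures dequenching upon AP-site incision of a 5'-TAMRA/3'-BHQ-2 THF-containing duplex, 50 nM; human APE1 0.75 nM after 15 min room-temperature exposure to compound; kinetic three-point read at one-minute spacing.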
Anesthetic bind: candidate novel general anesthetic via apoferritin binding. P02791. apoferritin/1-aminoanthracene competitive binding, fluorescence. Potency, µM (titrated, usually from 77.5 µM), without a hit: at the highest dose activity change, negative = displacement, actives largely listed as inhibitors. 0.074% of 350,000 active. AID 485281; further: on the % scale 0 is the no-effect control and ±100 the full control effect; nearly all actives have a fitted effect of over 20% in size
Target sequence (P02791 2-175 limits assumed): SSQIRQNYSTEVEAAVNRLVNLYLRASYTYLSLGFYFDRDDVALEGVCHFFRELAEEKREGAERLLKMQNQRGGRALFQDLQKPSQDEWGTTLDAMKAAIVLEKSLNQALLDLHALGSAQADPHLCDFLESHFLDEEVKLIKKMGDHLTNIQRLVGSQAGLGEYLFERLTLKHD
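Horse-spleen apoferritin (10 uM) was mixed with 50% saturated 1-aminoanthracene in PBS, exposed to compounds for 10 min at room temperature, and read for fluorescence (ex 380 nm, em 535 nm). Competitive displacement was fitted with a four-parameter Hill equation.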
Pol kappa inh: DNA polymerase kappa (human) inhibition | Q9UBT6 | purified Pol kappa, fluorescent DNA synthesis assay, 10 min | Potency, µM (doses to about 107 µM), for inactives: top-dose activity, negative = inhibition, usual class: inhibitors | 0.53% of 400,000 active | AID 588579; further: on the % scale 0 is the no-effect control and ±100 the full control effect
Target sequence (Q9UBT6 whole entry, looked up): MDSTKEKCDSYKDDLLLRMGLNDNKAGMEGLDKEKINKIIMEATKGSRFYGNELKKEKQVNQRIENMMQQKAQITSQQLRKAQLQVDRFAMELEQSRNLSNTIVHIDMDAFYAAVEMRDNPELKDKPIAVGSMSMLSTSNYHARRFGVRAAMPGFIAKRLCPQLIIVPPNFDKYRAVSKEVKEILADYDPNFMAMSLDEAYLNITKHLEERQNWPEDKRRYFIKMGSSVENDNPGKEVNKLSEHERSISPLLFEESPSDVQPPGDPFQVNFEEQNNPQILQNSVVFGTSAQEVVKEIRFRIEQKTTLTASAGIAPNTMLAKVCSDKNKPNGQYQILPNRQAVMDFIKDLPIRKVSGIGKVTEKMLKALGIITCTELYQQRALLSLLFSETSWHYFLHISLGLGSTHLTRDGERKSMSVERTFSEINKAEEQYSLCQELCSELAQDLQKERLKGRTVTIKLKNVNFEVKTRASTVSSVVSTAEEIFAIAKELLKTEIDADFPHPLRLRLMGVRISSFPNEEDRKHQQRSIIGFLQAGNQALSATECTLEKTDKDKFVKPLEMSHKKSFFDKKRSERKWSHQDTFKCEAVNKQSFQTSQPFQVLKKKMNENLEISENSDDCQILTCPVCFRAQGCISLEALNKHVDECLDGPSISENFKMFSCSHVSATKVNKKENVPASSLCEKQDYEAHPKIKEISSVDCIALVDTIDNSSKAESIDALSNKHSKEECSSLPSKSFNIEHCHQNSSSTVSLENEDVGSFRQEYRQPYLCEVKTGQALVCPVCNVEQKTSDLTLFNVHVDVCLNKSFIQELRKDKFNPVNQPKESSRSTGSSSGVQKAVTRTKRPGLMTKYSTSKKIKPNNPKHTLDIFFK
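50 nM final substrate added after 15 min RT preincubation of 10 nM Pol kappa with compound; fluorescence read at 0 and 10 min.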
POLH inh: blocks human DNA polymerase eta activity; Q9Y253; 1.2% of 390,000 active; recombinant Pol eta, fluorescent DNA replication assay; Potency, µM (top dose mostly 114 µM), for inactives: at the top dose activity change, negative = inhibition, most hits filed as inhibitors; further: on the % scale 0 is the no-effect control and ±100 the full control effect
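Pol eta (10 nM) was preincubated with compounds for 15 min at room temperature, after which fluorescent replication substrate (50 nM final) was added to start the reaction. Fluorescence was read kinetically at 0 and 10 min.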
BAZ2B inh: inhibitors of human BAZ2B bromodomain. AlphaScreen BAZ2B-H3K14Ac peptide displacement. Potency, µM (series often up to 114 µM), for the others: top-dose activity change, negative = inhibition, hits mostly inhibitors. Q9UIF8. 4.4% of 360,000 active; further: on the % scale 0 is the no-effect control and ±100 the full control effect; nearly all actives have a fitted effect of over 60% in size
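In this displacement format the biotinylated H3(5-23) peptide acetylated at Lys14 serves as ligand at 50 nM, with BAZ2B at 50 nM in PBS pH 7.4 containing 0.01% Tween-20. Donor and acceptor beads are 10 ug/mL final.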
POLI inh: inhibitors of human DNA polymerase iota; Q9UNA4; Pol iota fluorescent replication assay, 10 min; Potency, µM (top dose mostly 115 µM), without a hit: at the top dose activity, negative = inhibition, most hits filed as inhibitors; 1% of 390,000 active
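Fluorescent replication assay read twice, at 0 min and 10 min after adding 50 nM (final) substrate. Enzyme (10 nM) and compounds were first incubated 15 min at room temperature; enzyme-free buffer wells were negative controls.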
An asterisk follows results filed as active; ? = inconclusive; / = not tested or not shown; [ ] = dose if it differs, or a comment. The call rests on the fitted dose curve; in most records, active means well fitted curve in the direction sought with a large enough effect; inconclusive means small, poorly fitted or top-dose-only effect, or another doubt; inactive means no such curve, though single readings can be large; an effect the other way counts as inactive or inconclusive. Potency means the concentration at half of the fitted maximal effect.

Each structure is followed by: G9a inh | BLM helicase inh | POLB inh | APEX1 inh | Anesthetic bind | Pol kappa inh | POLH inh | BAZ2B inh | POLI inh
COc1ccc(-c2c(NC(=O)c3ccco3)oc3c(C)cccc3c2=O)cc1
→ 12%[0.0925 µM] | 1% | 43%[activator] | 2% | -10% | 2% | 5% | -12% | 22%
COc1cccc(CNC(=O)Cn2c(=O)n(CCC(=O)N3CCCCC3)c(=O)c3sccc32)c1
→ 15% | 1% | 3% | -5% | -5% | -17% | -7% | 1% | -27%
CCOc1ccccc1NC(=O)COC(=O)CN1C(=O)NC(C)(C)C1=O
→ / | / | / | -3% | / | -5% | -22% | / | 30%[activator]
Cc1c(Cl)ccc2c(C(=O)NCCN3CCCCC3)cc(-c3ccccn3)nc12
→ 25%[59 µM] | -1% | 2% | -1% | ? | 3% | -2% | -17% | 47%[activator]
CC(=O)c1ccc(N2CCN(S(=O)(=O)c3ccccc3)CC2)c(F)c1
→ 1% | -3% | 16% | -3% | -8% | 0% | -22% | 2% | 35%[activator]
O=S(=O)(c1ccc(Cl)cc1)N1CCN(c2nc(-c3cccs3)nc3ccccc23)CC1
→ 12% | -3% | 4% | 4% | -3% | ? | -23% | -2% | ?
CN(C)C=NC(=O)c1ccc(N2CCN(c3ncc(C(F)(F)F)cc3Cl)CC2)cc1
→ 10%[59 µM] | 0% | 30% | 5% | -8% | -8% | -3% | 4% | -2%
Cc1ccc(NC(=O)c2nn(C34CC5CC(CC(C5)C3)C4)cc2[N+](=O)[O-])cc1
→ 2%[2.33 µM] | -6% | 10% | 0% | ? | -17% | -2% | ? | 1%
CCc1ccc(OCCSc2nc3ccccc3n2CC(=O)N2CCCCC2)cc1
→ ? | -7% | -13% | / | -10% | -14% | -18% | ? | 0%
COc1ccc(CNc2nc(-c3ccc(Cl)cc3)nn2S(=O)(=O)c2ccc(C)cc2)cc1
→ 8%[59 µM] | -8% | 5% | / | -4% | 0% | -24% | -4% | 32%[activator]
COc1ccccc1N1CC(C(=O)Nc2ccc(S(=O)(=O)N3CCOCC3)cc2)CC1=O (centres undefined)
→ -9%[12.7 µM] | -8% | 79µM* | -2% | -19% | -25% | ? | -30% | ?
CCOc1ccc(C2/C(=C(\O)c3ccc4c(c3)OCCO4)C(=O)C(=O)N2Cc2cccnc2)cc1OCC (centres undefined)
→ / | 0% | 17% | -10% | -4% | -6% | -2% | 50µM* | 38%
O=c1cc(CSc2ncn[nH]2)[nH]c2c(Cl)cccc12
→ 10%[59 µM] | 1% | -1% | / | -9% | -4%[60.1 µM] | -15% | 1% | ?
COc1cc(OC)c2c(C)cc(=O)oc2c1C(CCN1CCCC(C)C1)c1ccc(N(C)C)cc1 (centres undefined)
→ / | -5% | / | 0% | -14% | -17% | / | / | 5%
Cc1onc(-c2ccccc2)c1C(=O)Nc1ccc(Cl)c(S(=O)(=O)N2CCOCC2)c1
→ 11%[2.33 µM] | / | / | 32% | / | -8% | -11% | 7% | 22%
Cc1cc(NC(=O)c2cc(S(=O)(=O)N3CCCCC3)ccc2C)n(-c2ccccn2)n1
→ -5%[59 µM] | -1% | -1% | -5% | -10% | -11% | -6% | 4% | 2%
O=C(NCCc1ccccc1)c1ccccc1Cl
→ -2% | -2% | 1% | 19% | -2% | 9% | -12% | -4% | 111%[activator]
COc1ccc(CN(C#N)c2nc(SC)nc(N(C)C)n2)cc1
→ -9% | -5% | 2% | -6% | 12% | ? | ? | 9% | 89µM*
CCOc1ccc(CCNC(=O)c2cnc3c(-c4ccccc4)c(C)nn3c2C)cc1OCC
→ 26%[59 µM] | -2% | 1% | / | 5% | -4% | -11% | -8% | 6%
Cc1cc(C(=O)Nc2ccccc2[N+](=O)[O-])cs1
→ 71%[activator] | -6% | 26% | 23% | -16% | 20% | -8% | -14% | 44%[activator]
Cc1ccccc1OCC(=O)NCCC1=CCCCC1
→ -10% | 2% | 6% | 10% | -16% | -4% | -12% | 82%[activator] | -4%
Cc1n[nH]c(=S)n(/N=C/c2ccccn2)c1=O
→ ? | -1% | 22% | 0% | -4% | -3% | -13% | ? | -14%
COC(=O)c1ccc(CN2CCc3ccc(NC(=O)c4ccncc4)cc3C2)cc1
→ 50µM* | -5% | 21% | 41% | -20% | -9% | -19% | -38% | 44%[activator]
CCOC(=O)N1CCC(N2Cc3cccc(C(=O)N4CCN(C5CCCCC5)CC4)c3C2=O)CC1
→ -3% | 0% | 33% | -2% | -10% | -4% | -9% | 2% | 81%[activator]
Cc1cc(C)n(CC(O)Cn2c3ccccc3c3ccccc32)n1 (centres undefined)
→ 15%[12.7 µM] | -13% | -2% | 1% | -20% | -13% | -3% | -16% | ?
CC(C)NC(=O)CN1CCN(C(=O)CCl)CC1
→ -49% | -1% | 3% | -1% | 1% | -7% | -11% | ? | 119%[activator]
Fc1ccc(-c2cc(-c3ccccc3)c3c(n2)-c2ccccc2OC3)cc1
→ 32%[activator][59 µM] | -7% | -2% | / | 3% | -17% | -19% | -2% | 10%
CCOC(=O)C1C(c2ccc(O)c(OCC)c2)NC(=S)NC1(O)C(F)(F)F (centres undefined)
→ ? | 4% | 7% | -8% | -11% | -9% | -2% | 25% | 7%
CC12CCC(C/C1=N\OC(=O)c1c(F)cccc1F)C2(C)C (centres undefined)
→ ? | 7% | 0% | 3% | ? | -4% | -11% | -4% | 5%
CSc1nc(-c2ccccc2)[nH]c(=S)c1C(C)=O
→ 6% | 0% | 29% | 11% | -13% | -9% | -1% | ? | -4%

Compound profiles, from the list above. Screens in order: G9a inh	BLM helicase inh	POLB inh	APEX1 inh	Anesthetic bind	Pol kappa inh	POLH inh	BAZ2B inh	POLI inh
Listed for COC(=O)c1ccc(CN2CCc3ccc(NC(=O)c4ccncc4)cc3C2)cc1 = 50µM*	-5%	21%	41%	-20%	-9%	-19%	-38%	44%[activator]
Listed for CCOc1ccc(CCNC(=O)c2cnc3c(-c4ccccc4)c(C)nn3c2C)cc1OCC = 26%[59 µM]	-2%	1%	/	5%	-4%	-11%	-8%	6%

Continuation:
Each structure is followed by: G9a inh | BLM helicase inh | POLB inh | APEX1 inh | Anesthetic bind | Pol kappa inh | POLH inh | BAZ2B inh | POLI inh
CCOC(=O)c1ccc(N=c2sc(C(=O)OC)cc(=O)n2Cc2ccco2)cc1
→ 40µM* | -17% | 0% | 4% | 3% | -5% | -4% | ? | 0%
COc1ccc(-n2c(Cc3cc(=O)[nH]c(=O)[nH]3)nnc2SCC(=O)Nc2cc(C(F)(F)F)ccc2Cl)cc1
→ -12% | 0% | 0% | -5% | -15% | -9% | -17% | / | 21%
COC(=O)c1sc2[nH]c(=S)n(N)c(=O)c2c1C
→ 7.9µM* | 1% | -25% | -4% | -10% | 0% | 13% | -1% | 129%[activator]
Cc1ccc(S(=O)(=O)N2CCOCC2)cc1C(=O)Nc1ccccc1F
→ -5% | 1% | -1% | 16% | 0% | -7% | -24% | 6% | 22%
CCOc1ccc(CCNC(=O)CN2N=C(c3ccccc3)CCC2=O)cc1OCC
→ 6%[59 µM] | -1% | 4% | / | -3% | -11%[60.1 µM] | -12% | -3% | 25%
COc1ccc(-c2nn(-c3ccccc3)cc2/C=N/Nc2ccc(Cl)c(C(=O)O)c2)cc1OC
→ 40µM* | 2% | ? | -1% | -9% | -20% | ? | -34% | -3%
CSc1nc2ccc(NS(=O)(=O)c3ccc(Br)s3)cc2s1
→ 15% | -10% | 21% | -4% | -17% | -13% | 2% | -15% | 10%
Cc1ccc(N(CC(O)CN2C(=O)NC(C)(C)C2=O)S(=O)(=O)c2ccc(C)cc2)cc1 (centres undefined)
→ 37%[activator] | -3% | -2% | 3% | -10% | -7% | -5% | 19% | 8%
NCCCC[C@H]1CN=C(N)N1CCC12CC3CC(CC(C3)C1)C2
→ 13%[59 µM] | 20% | -5% | ? | 0% | -6% | -9% | 0% | -1%
Cc1cc2nnc(SCC(=O)N3CCCCCC3)n2c(N)n1
→ 6%[0.501 µM] | -3% | 27% | 22% | -9% | 9% | -10% | 5% | 9%
O=C(OCCN1C(=O)c2ccccc2C1=O)Oc1ccccc1
→ / | -1% | 10% | -16% | -15% | -13% | -7% | 3% | -11%
Cc1[nH]n(-c2ccc(Br)cc2)c(=O)c1C=Nc1ccc(S(=O)(=O)Nc2nccs2)cc1
→ 25% | -6% | ? | -4% | 4% | -17% | 45µM* | ? | ?
CC(=O)NCC(=O)N(Cc1ccco1)C1(C(=O)NC2CCCC2)CCCCC1
→ 12%[59 µM] | -2% | 31% | ? | -4% | 3% | -17% | -9% | 27%
Cc1ccc(OCC(=O)NNC(=S)NC(=O)C2CCCCC2)c(C)c1
→ 18µM* | -1% | 30% | 32%[activator] | -20% | 10% | -4% | -14% | -2%
Cc1ccc(NC(=O)CSc2n[nH]c(=O)n2C2CC2)cc1S(=O)(=O)N1CCOCC1
→ ? | -3% | 4% | -1% | -7% | -3% | -7% | -14% | -4%
Cc1cccc(CSc2nc3c(c(=O)[nH]2)C(c2cccc(O)c2)CC(=O)N3)c1 (centres undefined)
→ ? | -5% | 14% | / | ? | -16% | -28% | -35% | 10%
CCC/C(O)=C1\C(=O)CC(C)(C)CC1=Nc1ccccc1O
→ 3% | -7% | 19% | -3% | -11% | 6% | -26% | 0% | 55%[activator]
COC(=O)c1c(C(=O)OC)c(-c2cccc(Cl)c2)n2c1CS(=O)(=O)C2
→ 5% | -6% | 5% | 5% | -5% | 13% | -12% | -5% | 19%
COc1ccc(N(C(=O)c2ccco2)C(C(=O)NC2CCCC2)c2ccncc2)cc1 (centres undefined)
→ 6% | -1% | 36% | 11% | 3% | 0% | -12% | -5% | 93%[activator]
O=C(OCc1nnc(-c2ccccc2)o1)c1ccc2c(c1)OCO2
→ 0% | 1% | ? | -8% | -17% | -9% | -3% | 39%[activator] | -1%
CCCCSc1nnc(-c2cc(Br)ccc2N)c(=O)[nH]1
→ -14%[59 µM] | -4% | -1% | -9% | -14% | -9% | -9% | -8% | ?
Cc1ccc(S(=O)(=O)N2CCOCC2)cc1C(=O)NCc1ccccn1
→ 14%[59 µM] | / | / | 37% | / | -6% | -3% | -1% | 5%
Cc1cc(C)n2[nH]c(=O)c(N=Nc3cccc(Cl)c3)c2n1
→ 1%[59 µM] | 2% | 39%[activator] | -6% | -13% | -2% | -6% | ? | -1%

Not all compounds are listed; rates above refer to the full screens.
